AmpC inh detg: blocks E. coli AmpC beta-lactamase in detergent assay; AID 485294; P00811; 0.041% of 370,000 active; AmpC hydrolysis of nitrocefin, absorbance 480 nm, 0.01% Triton; Potency, µM (titrated, usually from 114 µM), for inactives: at the top dose activity change, negative = inhibition, hits mostly inhibitors;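 also: potency is read from the fitted curve at half-maximal effect; 0% = no-compound wells and -100% = no-enzyme wells; nearly all actives have a fitted effect of over 25% in size; some results filed as inactive show a strong effect at the top dose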
Target sequence (P00811 whole entry, looked up): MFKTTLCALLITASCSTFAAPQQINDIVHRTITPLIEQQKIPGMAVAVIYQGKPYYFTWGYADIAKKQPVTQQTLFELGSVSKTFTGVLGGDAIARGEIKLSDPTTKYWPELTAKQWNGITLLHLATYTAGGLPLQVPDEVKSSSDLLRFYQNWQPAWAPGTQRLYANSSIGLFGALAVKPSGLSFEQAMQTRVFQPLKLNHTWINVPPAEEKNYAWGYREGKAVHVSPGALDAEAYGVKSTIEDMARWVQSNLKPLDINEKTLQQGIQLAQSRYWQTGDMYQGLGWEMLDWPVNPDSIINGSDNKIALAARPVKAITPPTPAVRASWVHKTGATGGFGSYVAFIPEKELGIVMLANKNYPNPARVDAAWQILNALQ
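20 mM phosphate pH 7.0 + 0.01% (detergent screen) or 0.0001% Triton X-100; 5.3 nM AmpC reagent; cpd preinc 15 min RT; nitrocefin (800 uM stock) to start; A480 q20 s × 4 min; Activity was normalised to no-enzyme and no-compound control wells.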
Tb PYK inh: inhibitors of Trypanosoma brucei pyruvate kinase | AID 624173 | Q57TT1 | TbPYK enzyme, Kinase-Glo Plus ATP luminescence, 45 min | 0.12% of 410,000 active | Potency, µM (doses to about 76.8 µM), without a hit: at the top dose activity, negative = inhibition, hits mostly inhibitors; also: potency is read from the fitted curve at half-maximal effect; nearly all actives have a fitted effect of over 50% in size
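T. brucei PYK with substrate was exposed to pin-transferred compounds across a concentration series, then started with 130 uM ADP (final). After 45 min at room temperature, Kinase-Glo Plus luminescence was read, normalized and curve-fitted.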
AMA1-RON2 inh: disrupts binding of P. falciparum AMA1 to RON2; Potency, µM (top dose mostly 58.2 µM), without a hit: at the top dose activity change, negative = inhibition, actives largely listed as inhibitors; AlphaScreen AMA1-biotinylated RON2 peptide binding; 0.2% of 360,000 active;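 also: potency is read from the fitted curve at half-maximal effect; 0% = vehicle wells and -100% = peptide control; nearly all actives have a fitted effect of over 45% in size; some results filed as inactive show a strong effect at the top dose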
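AMA1 (3D7) with his tag at 25 nM final met compounds first, then biotinylated RON2 peptide at 25 nM; detection used donor plus acceptor beads, 10 µg/mL apiece, read by AlphaScreen after 30 min at room temperature.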
HCV inhibitor: HCV inhibition | Huh7.5.1 HCVcc-Cre infection, luciferase reporter, 44 h | Potency, µM (doses to about 41.8 µM), for the others: at the top dose activity change, negative = inhibition, actives largely listed as inhibitors | 3.4% of 340,000 active; also: potency is read from the fitted curve at half-maximal effect
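A cell-based infection assay in which seeded cells (1,000 per well) receive test compound after 4 h, are inoculated with HCVcc-Cre at approximately 0.5 moi, and are incubated 44 h before luminescence detection.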
LmPK inhibitor: inhibitors of Leishmania mexicana pyruvate kinase. Q27686. purified LmPK, Kinase-Glo ATP luminescence, 1 h. Potency, µM (top dose mostly 57.5 µM), inactives show top-dose activity change, negative = inhibition, hits mostly inhibitors. 0.37% of 290,000 active; also: potency is read from the fitted curve at half-maximal effect
Target sequence (Q27686 whole entry, looked up): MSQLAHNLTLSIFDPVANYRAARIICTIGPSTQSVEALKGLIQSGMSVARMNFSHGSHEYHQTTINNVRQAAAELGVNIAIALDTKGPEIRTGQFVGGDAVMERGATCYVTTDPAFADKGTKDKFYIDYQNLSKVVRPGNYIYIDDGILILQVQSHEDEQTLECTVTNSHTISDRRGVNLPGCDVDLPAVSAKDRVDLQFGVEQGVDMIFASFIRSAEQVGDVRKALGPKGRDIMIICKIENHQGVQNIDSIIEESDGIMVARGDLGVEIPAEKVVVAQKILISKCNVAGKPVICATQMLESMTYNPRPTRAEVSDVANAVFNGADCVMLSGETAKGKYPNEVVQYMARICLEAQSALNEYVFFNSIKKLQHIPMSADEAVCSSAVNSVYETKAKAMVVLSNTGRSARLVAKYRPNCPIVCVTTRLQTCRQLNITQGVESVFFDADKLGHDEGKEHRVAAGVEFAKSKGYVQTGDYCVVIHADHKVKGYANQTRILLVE
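Kinase-Glo luminescence read after 1 h RT reaction of 0.1 nM LmPK with 0.5 mM PEP and 0.1 mM ADP. Activity scaled between uninhibited and enzyme-free controls.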
HCMV antiviral: inhibitors of human cytomegalovirus; HFF cells, HCMV-luciferase reporter, 72 h; active compounds read low; activity change, negative = inhibition, % at 57.5 µM; 4.5% of 410,000 active; in the data active = activity change below about -60%; inconclusive = no clear call, values can overlap the other calls; inactive = above about -39%
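Two-dose cell screen: HFF monolayers treated with compounds and infected with luciferase-expressing HCMV at 1 PFU/cell, 72 h at 37C, then lysed for luciferase measurement.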
AmpC no deterg: AmpC beta-lactamase inhibition without detergent; Potency, µM (doses to about 57.1 µM), for inactives: top-dose activity change, negative = inhibition, hits mostly inhibitors; AmpC nitrocefin hydrolysis, absorbance 480 nm, 0.0001% Triton; P00811; 0.52% of 330,000 active;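 also: potency is read from the fitted curve at half-maximal effect; plate controls were no compound for no effect and no enzyme for full effect; nearly all actives have a fitted effect of over 20% in size; some results filed as inactive show a strong effect at the top dose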
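20 mM phosphate pH 7.0 + 0.01% (detergent screen) or 0.0001% Triton X-100; 5.3 nM AmpC reagent; cpd preinc 15 min RT; nitrocefin (800 uM stock) to start; A480 q20 s × 4 min; Activity was normalised to no-enzyme and no-compound control wells.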
The depositor's hits bear a star; u = inconclusive; x = not tested or not shown; & = joins results of further samples; [ ] = dose if it differs, or a comment. Unless noted, calls follow the shape of the dose curve; as a rule, active = well fitted curve in the direction sought with a large enough effect; inconclusive = small, poorly fitted or top-dose-only effect, or another doubt; inactive = no such curve, though single readings can be large; an effect the other way counts as inactive or inconclusive. Unless noted, % is scaled to controls: 0 for no effect and ±100 for the full control effect.

Values run as follows: HCV inhibitor | LmPK inhibitor | HCMV antiviral | AmpC no deterg | AMA1-RON2 inh | AmpC inh detg | Tb PYK inh
CC(NC(=O)C(=O)N1CCCCC1)C(c1cccs1)N1CCN(C)CC1 (stereo not drawn)
  22% | -3% | 5 | -4% | 23% | -6% | 3%
COc1ccc(-c2csc3ncnc(N4CCN(c5ccccc5[N+](=O)[O-])CC4)c23)cc1
  16µM* | 0% | x | -22% | u | 9% | -14%
Cc1ccc(C(C)C)c(OCC(=O)NNC(=O)Nc2ccccc2)c1
  -21% | x | -67* | x | 58%[activator] | x | 1%
Cc1nnc(Nc2ccc3c(c2)ncn3C)c2ccccc12
  u | 5% | 12 | 19% | -8% | -13% | 9%
CC(C)(C)NC(=O)NC(=O)CSc1nnc(COc2ccccc2Cl)o1
  -6% | -2% | 4 | 17% | 2% | 1% | -5%
O=C(CSc1nnc(CNC(=O)c2ccccc2F)o1)c1ccc(Cl)cc1
  -26% | 2% | -26 | -18% | 91%[activator] | -6% | 1%
CCN1CCN(c2ncnc3c2cnn3-c2ccc(C)cc2C)CC1
  -2% | -5% | u | 6% | -17% | -3% | 1%
Cc1ccc(-n2c(-c3cnccn3)n[nH]c2=S)c(Br)c1
  1% | 32µM* | 19 | -11% | -3% | 5% | u
C=CCN1CCC2(C)c3cc(O)ccc3CC1C2C (stereo not drawn)
  15% | x | -37 | x | 10% | x | 6%
Cn1ncc(Cl)c1C(=O)N1CCN(C(=O)c2ccco2)CC1
  1% | -2% | -30 | -10% | -13% | -5% | 0%

Full records from above. Order of screens: HCV inhibitor	LmPK inhibitor	HCMV antiviral	AmpC no deterg	AMA1-RON2 inh	AmpC inh detg	Tb PYK inh
CC(NC(=O)C(=O)N1CCCCC1)C(c1cccs1)N1CCN(C)CC1 (stereo not drawn) is listed with 22%	-3%	5	-4%	23%	-6%	3%
O=C(CSc1nnc(CNC(=O)c2ccccc2F)o1)c1ccc(Cl)cc1 is listed with -26%	2%	-26	-18%	91%[activator]	-6%	1%
COc1ccc(-c2csc3ncnc(N4CCN(c5ccccc5[N+](=O)[O-])CC4)c23)cc1 is listed with 16µM*	0%	x	-22%	u	9%	-14%

(continued)
Values run as follows: HCV inhibitor | LmPK inhibitor | HCMV antiviral | AmpC no deterg | AMA1-RON2 inh | AmpC inh detg | Tb PYK inh
Cn1c(NC(=O)C2CCCO2)cc(=O)n(C)c1=O (stereo not drawn)
  12% | 2% | -3 | -32% | -2% | -9% | 2%
O=C(c1ccc(F)cc1)c1c[nH]c(C(=O)NCCCN2CCOCC2)c1
  12% | -5% | 0 | -1% | 16% | u | 11%
O=C(OCC(=O)c1c[nH]c2ccccc12)c1ccc([N+](=O)[O-])s1
  u | 1% | 14 | -4%[2.29 µM] | -11% | -14% | -7%
Cc1cccc(NC(=O)CNC(=O)CSc2nc(N)cc(N)n2)c1C
  6% | x | 6 | -6% | -1% | -17% | -4%
N#C/C(=C/Nc1ccccc1)c1ccsc1
  u | 0% | -8 | x | 22% | -2% | 1%
CS(=O)(=O)c1nncn1-c1ccccc1
  -6%&1% | 4% | -5 | -8% | 10% | u | -8%
COc1cc(C)nc(Nc2nc(C)c(C(C)=O)s2)n1
  -4% | 4% | 124 | -1% | 0% | -6% | u
CN(C(=O)c1ccc(NC(=O)Cc2cccc(NC(=O)C3CCCN(C(=O)C4CCCC4)C3)c2)cc1)C1CCCC1 (stereo not drawn)
  -12% | x | -24 | 103%[activator] | -4% | 8% | -5%
Cc1ccc(NC(=O)c2cc(-c3cccs3)on2)cc1C
  2% | -4% | -13&72 | -25% | 2% | 11%&-3% | -1%&-3%
C=CCC(CC=C)(C(N)=O)c1ccccc1
  32%[activator] | -1% | 21 | -17% | -1% | -1% | -2%
COC(=O)c1[nH]c2ccc(C)cc2c1NC(=O)Oc1ccccc1
  -11% | -2% | 120 | -34% | 8% | u | 0%
CCCC(O)(CCC)C(=O)NN(C(=O)CCl)c1ccccc1
  u | 3% | -81* | -11% | 3% | -15% | 1%
CN(CC(=O)Nc1cccc(F)c1)C(=O)c1cccnc1Sc1ccccc1
  u | x | -33 | -17% | 14% | u | -4%
Cc1nc(C(=O)Nc2ccc(Cl)cc2)nn1-c1ccc([N+](=O)[O-])cc1
  -17% | -4% | 2 | -4% | 5% | -1% | 0%
Cc1oc(-c2ccccc2)cc1C(=O)NCc1ccncc1
  -16% | -9% | 15 | 20% | -9% | 4% | 1%
CCOc1ccccc1N(CC(=O)Nc1cccc(OC)c1)S(=O)(=O)c1ccccc1
  3% | 0% | -107* | -36% | 11% | -1% | -3%
COc1ccc2c(c1)nc(NCCCO)n2Cc1ccccc1
  11% | -4% | 2 | 11% | -12% | -7% | 2%
COc1cc(NC(=O)c2cccc([N+](=O)[O-])c2)ccc1NC(=O)c1cc2ccccc2o1
  u | 1% | -29 | -12% | 10% | 7% | 1%
CON(C)C(=O)CCC1CCCN1C(=O)OC(C)(C)C (stereo not drawn)
  2% | x | x | 20% | -3% | x | 1%
Fc1ccc(COc2ccc(-c3nnco3)cc2)c(Cl)c1
  5% | -5% | -1 | 6% | -6% | 4% | 2%

Six compounds from above, arranged by number of heavy atoms, highest first:
Values run as follows: HCV inhibitor | LmPK inhibitor | HCMV antiviral | AmpC no deterg | AMA1-RON2 inh | AmpC inh detg | Tb PYK inh
COc1cc(NC(=O)c2cccc([N+](=O)[O-])c2)ccc1NC(=O)c1cc2ccccc2o1
  u | 1% | -29 | -12% | 10% | 7% | 1%
CCOc1ccccc1N(CC(=O)Nc1cccc(OC)c1)S(=O)(=O)c1ccccc1
  3% | 0% | -107* | -36% | 11% | -1% | -3%
Cc1nc(C(=O)Nc2ccc(Cl)cc2)nn1-c1ccc([N+](=O)[O-])cc1
  -17% | -4% | 2 | -4% | 5% | -1% | 0%
COc1ccc2c(c1)nc(NCCCO)n2Cc1ccccc1
  11% | -4% | 2 | 11% | -12% | -7% | 2%
CCCC(O)(CCC)C(=O)NN(C(=O)CCl)c1ccccc1
  u | 3% | -81* | -11% | 3% | -15% | 1%
Fc1ccc(COc2ccc(-c3nnco3)cc2)c(Cl)c1
  5% | -5% | -1 | 6% | -6% | 4% | 2%

Further entries follow.
Values run as follows: HCV inhibitor | LmPK inhibitor | HCMV antiviral | AmpC no deterg | AMA1-RON2 inh | AmpC inh detg | Tb PYK inh
CC(=O)N1N=C2C3CCN(CC3)C2C1c1ccc(Br)cc1 (stereo not drawn)
  1% | -4% | 4 | -9% | 2% | 5% | 2%
COC(=O)C(O)(c1ccc(NC(=O)c2cccs2)cc1)C(F)(F)F (stereo not drawn)
  -15% | 0% | -26 | -12% | 6% | 7% | -10%
COCCCn1c(C(=O)NCCN2CCOCC2)cc2c(=O)n3ccccc3nc21
  x | -4% | u | -17% | 0% | 5% | 3%
O=[N+]([O-])c1cnc(Nc2ccc(Cl)cn2)c([N+](=O)[O-])c1
  11µM* | -2% | 3 | -23% | -20% | -5% | 4%
O=C(CN1CCN(c2ccccn2)CC1)Nc1ccccc1Br
  3% | -5% | -15 | 18% | 0% | 0% | 0%
COc1cccc(C2C(C(=O)Nc3ccccc3OC)=C(C)Nc3nc4ccccc4n32)c1 (stereo not drawn)
  x | x | -23 | x | x | 20% | -2%
CSc1ccc(OC2CCCCC2NS(=O)(=O)c2ccc(Cl)cc2)cc1 (stereo not drawn)
  u | -1% | 9 | -13% | -16% | 3% | -1%
CC(Sc1n[nH]c(-c2cccs2)n1)C(=O)Nc1ccc(C(N)=O)cc1 (stereo not drawn)
  -13% | x | 0 | -16% | -11% | 5% | -4%
O=C1NCCN1c1ccccc1
  10% | x | -79* | x | 22% | x | -5%
O=C(COc1ccccc1)Nc1ccccc1F
  25% | -8% | -17 | -7% | -7% | -16% | 5%
COc1ccc([N+](=O)[O-])cc1NCc1cccc([N+](=O)[O-])c1
  4µM* | 5% | -3 | -31% | -12% | -8% | 1%
Cc1ccc(/C=N/NC(=O)c2csc3c2CCCC3)cc1
  -25% | -3% | 2 | -36% | -5% | u | 3%
Cc1ccc(C(=O)N2CCOCC2)cc1Cl
  -14% | -8% | 6 | -22% | 16% | 0% | 0%
Cc1cccc(-c2noc(-c3ccno3)n2)c1
  9% | -5% | 0 | -19% | 16% | -3% | 6%
CCCCn1c(N)c(C(=S)NC(=O)CC(C)C)c(=O)n(C)c1=O
  2% | -3% | x | -13% | 96%[activator] | u | -4%
CC1CCN(S(=O)(=O)N2CCC(C(=O)NCc3ccccc3Cl)CC2)CC1
  x | x | -6 | x | x | -5% | -1%
CCOC(=O)N1CCN(C(=O)CSCC(=O)N=c2sc3cc(OC)ccc3n2C)CC1
  -9% | x | -9 | x | 1% | x | -5%
Cc1c(/C=N/O)c2ccccn2c1C=O
  -4% | 1% | -12 | -20% | -1% | 1% | -9%
COP(=O)(OC)C(O)C(Cl)(Cl)Cl (stereo not drawn)
  2%[8.37 µM] | 15% | x | -23% | x | -10% | -3%
COc1ccc(-c2nnc(SCC(=O)NC(=O)NCc3ccccc3)o2)cc1
  -30% | 3% | 1 | -15% | 74%[activator] | -14% | 4%
O=C(C1CCN(c2nc3ccccc3[nH]2)CC1)N1CCN(c2ccccc2)CC1
  x | x | 0 | x | x | 7% | 7%[15.4 µM]
O=C(NCCN1CCOCC1)c1ccc2c(c1)ncn2C1CCCC1
  -10%[8.37 µM] | -3% | 32 | -7% | -9% | 0% | 0%
Cc1ccc(-n2c3c(c(=O)[nH]c2=O)C(NC(=O)c2ccccc2F)(C(F)(F)F)C(=O)N3)cc1C (stereo not drawn)
  x | x | -5 | x | x | -2% | 4%
Cc1cc(SCC(=O)OCC(=O)NC(C)c2ccccc2)c(C)cc1Br (stereo not drawn)
  15% | -1% | -31 | -2% | -3% | u | -4%
Cc1ccc(CN2CCN(C3CCN(S(=O)(=O)N(C)C)CC3)C(=O)C2=O)cc1
  x | x | -1 | x | x | -10% | -2%
CC1(Cc2ccc(Cl)cc2)C(=O)Nc2ccc(-c3ccc(F)c(Cl)c3)cc21 (stereo not drawn)
  x | x | 29 | x | -7% | x | -3%
O=C(O)C(=O)/C(=C\c1cccc2ccccc12)c1ccc2ccccc2n1
  -6% | 11% | 75 | -21% | 17% | u | 3%
CC(C)(C)NC(=O)C(c1ccccc1)N(C(=O)C1CSC(=O)C1)c1ccccc1 (stereo not drawn)
  6% | 7% | -28 | 15% | 0% | -4% | -2%
COC(=O)C1=CN(Cc2ccc(OC)c(OC)c2)C=C(C(=O)OC)C1c1ccccc1F
  -22% | -4% | 13 | 70%[activator] | 37%[activator] | -4% | 0%
COc1ccccc1NC(=O)Nc1nc(CC(=O)NCc2ccc(F)cc2)cs1
  7.1µM* | x | -40 | -27% | -23% | u | -4%

Screens as filed in PubChem.
